Screens from PubChem.
GSIS activator: GLuc luminescence reporter in INS-1E cells, primary screen for activators of glucose-dependent secretion of insulin | INS-1E GLuc reporter insulin secretion, 2-3 h | 0.61% of 370,000 active | activation, % at 16.6 µM;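 active = lowest replicate activation of at least 40%, so every replicate reaches that level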;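 note: 0% = median of neutral control wells and 100% = median of IBMX positive control wells; some compounds called inactive have numbers as strong as hits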
FN deposit inh: inhibitors of fibronectin matrix deposition, primary screen, AH1F cells, Alexa488-fibronectin fluorescence, plate reader | 0.086% of 350,000 active | inhibition, % at 12.6 µM | AH1F fibroblasts, overnight;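 active = mean inhibition across replicates of 30% or more, regardless of how many single replicates reach that level; inconclusive = mean under 30% yet at least half of replicates reach 30%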;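 note: positive control wells lacked labelled fibronectin entirely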
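material = AH1F fibroblast monolayer depositing Alexa488-labelled fibronectin into matrix | amount = 10000 AH1F cells/well | buffer or medium = DMEM plus 2% serum, read in PBS | incubation = 1 h cell adhesion before compound, then overnight fibronectin incubation | detection = fluorescence at 485 nm excitation, 525 nm emission | evaluation = percent inhibition as loss of matrix-bound fibronectin fluorescence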
EWS-Fli block: EWS/Fli-driven NR0B1 reporter inhibitors, primary screen, A673 cells, NR0B1 luciferase, luminescence, MLPCN library | 0.67% of 350,000 active | viability-normalised | inhibition, % at 12.6 µM;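 active = mean inhibition of at least 50% after viability correction, with every replicate also passing that limit; inconclusive = mean reaches 50% but only one of two replicates passes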;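 note: firefly luciferase signal divided by Alamar Blue viability fluorescence both relative to DMSO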
DENV2 CPE: inhibitors of DENV2 cytopathic effect, primary screen, cell-based, plate reader, single concentration | DENV2-infected cells, cytopathic effect rescue | 1.7% of 350,000 active | CPE inhibition, % at 9.99 µM; in the data active = CPE inhibition above about 20%, passing the limit was not always enough; inconclusive = no clear call, values can overlap the other calls; tested in BHK-21 cells;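 note: 0% = median of neutral control wells and 100% = median of positive control wells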
PAX8 reporter: inhibitors of PAX8-driven TPO luciferase reporter, primary screen, RMG-I cells, single concentration; SteadyGlo, 24 h; 1.2% of 360,000 active; AID 652154, 2013; inhibition, % at 12.6 µM;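 active = mean replicate inhibition at least 60% with every replicate also reaching 60%; inconclusive = only one of the two criteria is met; inactive = mean below 60% and not all replicates reaching 60%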;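 note: luciferase light reporting Pax8 driven TPO promoter activity; plate controls were median of neutral control wells for no effect and mitoxantrone controls for full effect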
F508del corr: F508del CFTR correction, initial screen, CFBE line, single point | activity (quench increase), % at 7.58 µM | CFBE cells, YFP halide quenching; stimulated with forskolin plus potentiator P3; % fluorescence drop versus neutral controls | 0.36% of 350,000 active | AID 720511, 2013;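 active = mean added fluorescence quench of at least 8% versus neutral control, with both replicates also reaching 8%; inconclusive = only one of the mean or replicate conditions met; inactive = mean below 8% and not both replicates reaching 8%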;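 note: cells transiently co-express mutant CFTR-F508del with the halide-sensitive YFP; corrector assay measuring rescue of mutant channel to the surface after 24 h compound exposure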
miR122 inh: miR-122 Renilla sensor signal increase in Huh7, primary screen, miR-122 inhibitor project, cell-based, single point, plate reader; Huh7 miR-122 Renilla luciferase sensor, 48 h; neutral wells = 0, positive control = 100; activation (reporter increase), % at 12.5 µM; 0.3% of 340,000 active; AID 602342, 2012;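 active = mean replicate activation score at least 90 and every replicate individually at or above 90; inconclusive = only one of the two criteria met; inactive = neither criterion met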;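 note: higher luciferase means less miR-122 activity so hits act as miR-122 inhibitors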
An asterisk follows results filed as active; [ ] = another dose, or the depositor's remark. An unsorted share of the library; about 3.9% have a hit in one of these screens.

How did COC(=O)CCC(=O)OC1(C)C(=O)C2=CN(Cc3ccccc3)C(c3ccc(OC)cc3)=CC2=C(Br)C1=O (stereo not drawn) do in these assays?
GSIS activator: -0.8; FN deposit inh: -1.5; EWS-Fli block: -1.1; DENV2 CPE: -0.6; PAX8 reporter: -9.0; F508del corr: 0.3; miR122 inh: 0.2

What do the screens show for `COc1cccc(-c2ccc([C@@H]3[C@H](CO)N4CCCCN(C(=O)c5ccc(F)cc5)C[C@@H]34)cc2)c1`?
GSIS activator: -22.9; EWS-Fli block: 4.6; DENV2 CPE: 41.1*; PAX8 reporter: 3.0; F508del corr: 2.7; miR122 inh: 23.5[16.7 µM]

How did CO[C@@H]1CN(C)C(=O)c2ccc(NC(=O)C3CCCCC3)cc2OC[C@@H](C)N(Cc2cccnc2)C[C@@H]1C do in these assays?
GSIS activator: -6.1; FN deposit inh: 6.0; EWS-Fli block: -0.7; PAX8 reporter: 0.1; F508del corr: -0.8

What do the screens show for `CCCCCCCCN1C(=O)[C@H](CC(=O)NCc2ccc(C)o2)C[C@@]2(C(=O)OCC)CCC=C12`?
GSIS activator: 16.8; FN deposit inh: -7.7; EWS-Fli block: 9.8; DENV2 CPE: 3.9; PAX8 reporter: 19.4; F508del corr: -3.6

Results for COC(=O)C[C@@H]1CC[C@H]2[C@H](COc3ccc(NC(=O)c4cccc(Cl)c4)cc3C(=O)N2C)O1 ?
GSIS activator: -1.3; FN deposit inh: -1.0; EWS-Fli block: 4.4; DENV2 CPE: -2.2; PAX8 reporter: 0.1

What do the screens show for `O=C(NC1CCCCCCC1)c1cc(-c2ccccn2)nc2ccccc12`?
FN deposit inh: -3.7; EWS-Fli block: 1.7; DENV2 CPE: 5.4; PAX8 reporter: 30.1; F508del corr: 1.5

What do the screens show for `O=C(/C(C=Nc1ccc(Br)cc1)=C(/O)c1ccco1)C(F)(F)F`?
FN deposit inh: 8.8; EWS-Fli block: 30.5; DENV2 CPE: 5.7; PAX8 reporter: -57.1; miR122 inh: -6.7

Results for CC(C)(C)c1ccc(SC2=C[C@@]3(O)CC[C@@H](O)[C@@](Sc4ccc(C(C)(C)C)cc4)(C2=O)[C@H]3O)cc1 ?
GSIS activator: -32.0; FN deposit inh: -8.1; EWS-Fli block: 30.9; DENV2 CPE: inconclusive; PAX8 reporter: 85.0*; F508del corr: 3.1

How did OCCNCCCOc1ccc(Cl)cc1Br do in these assays?
FN deposit inh: -0.4; PAX8 reporter: -5.0; miR122 inh: 3.4

How did Cc1ccccc1CS(=O)(=O)Cc1ccc(C(=O)NC2CCCCC2)o1 do in these assays?
GSIS activator: -4.7; FN deposit inh: 4.2; DENV2 CPE: -3.9; PAX8 reporter: -8.6; F508del corr: -0.3; miR122 inh: -4.2

A draw from above in order of molecular weight, smallest number first.
How did Cc1ccccc1CS(=O)(=O)Cc1ccc(C(=O)NC2CCCCC2)o1 do in these assays?
GSIS activator: -4.7; FN deposit inh: 4.2; DENV2 CPE: -3.9; PAX8 reporter: -8.6; F508del corr: -0.3; miR122 inh: -4.2

Results for CC(C)(C)c1ccc(SC2=C[C@@]3(O)CC[C@@H](O)[C@@](Sc4ccc(C(C)(C)C)cc4)(C2=O)[C@H]3O)cc1 ?
GSIS activator: -32.0; FN deposit inh: -8.1; EWS-Fli block: 30.9; DENV2 CPE: inconclusive; PAX8 reporter: 85.0*; F508del corr: 3.1

How did CO[C@@H]1CN(C)C(=O)c2ccc(NC(=O)C3CCCCC3)cc2OC[C@@H](C)N(Cc2cccnc2)C[C@@H]1C do in these assays?
GSIS activator: -6.1; FN deposit inh: 6.0; EWS-Fli block: -0.7; PAX8 reporter: 0.1; F508del corr: -0.8

(more compounds)
What do the screens show for `CCOC(=O)Cn1c(-c2cccnc2Cl)nc2cc(C)c(C)cc21`?
GSIS activator: 52.6; FN deposit inh: -1.5; miR122 inh: 0.2

Results for CCCNC(=O)CCn1c(=S)oc2ccccc21 ?
GSIS activator: -0.7; FN deposit inh: 0.8; EWS-Fli block: 5.4; DENV2 CPE: 6.8; PAX8 reporter: -7.3; F508del corr: -0.5

How did O=C(NCc1ccccc1Cl)c1cc2ccccc2oc1=O do in these assays?
GSIS activator: 1.6; FN deposit inh: 1.4; EWS-Fli block: -65.0; DENV2 CPE: 3.1; PAX8 reporter: -35.7; F508del corr: 0.7; miR122 inh: 4.1

How did CN(C)c1ccc2c(c1)[C@@H]1C[C@@H](CC(=O)NCc3ccc(Cl)cc3)O[C@H](CO)[C@@H]1O2 do in these assays?
GSIS activator: 0.8; FN deposit inh: -3.1; EWS-Fli block: -10.5; DENV2 CPE: -4.7; PAX8 reporter: -2.7; F508del corr: 7.3; miR122 inh: -5.5[16.7 µM]

What do the screens show for `S=C1NCN(CCc2ccccc2)CN1Cc1ccccc1`?
GSIS activator: -0.9; FN deposit inh: -6.8; EWS-Fli block: 8.7; DENV2 CPE: -2.6; PAX8 reporter: 2.5; F508del corr: -1.1; miR122 inh: 0.9

How did Cc1ccc(NS(=O)(=O)c2ccc(-c3ccc(=O)[nH]n3)o2)c(C)c1 do in these assays?
GSIS activator: -1.8; FN deposit inh: 3.9; EWS-Fli block: 1.5; DENV2 CPE: -7.2; PAX8 reporter: -12.7; F508del corr: -0.9; miR122 inh: 0.5

What do the screens show for `O=C(COC(=O)C1=COCCO1)Nc1ncc(Cl)cc1Cl`?
GSIS activator: 10.5; FN deposit inh: 0.5; EWS-Fli block: 4.5; DENV2 CPE: 5.7; PAX8 reporter: 12.5; F508del corr: -1.1

What do the screens show for `Cn1c(SCC(=O)c2ccc(F)cc2)ncc(C(=O)Nc2ccccc2)c1=O`?
GSIS activator: 25.3; FN deposit inh: -3.1; EWS-Fli block: -0.3; DENV2 CPE: -6.5; PAX8 reporter: 4.1; F508del corr: -1.9; miR122 inh: 4.3

What do the screens show for `COc1cccc(C(=O)Nc2cc(NC(=O)c3cccs3)ccc2C)c1`?
GSIS activator: -23.5; FN deposit inh: 7.3; EWS-Fli block: -21.7; DENV2 CPE: 2.2; PAX8 reporter: 16.8; F508del corr: -2.3

Results for CCC(=O)N1[C@@H]2CN(C(=O)Nc3ccccc3Cl)c3ccccc3[C@@H]2[C@@H]1CO ?
GSIS activator: -0.5; EWS-Fli block: -0.5; PAX8 reporter: 6.2; F508del corr: 1.1; miR122 inh: -13.6[16.7 µM]

Results for O=C(O)C[C@H]1CC[C@@H](NC(=O)CCN2CCCCC2)[C@@H](CO)O1 ?
GSIS activator: 8.0; FN deposit inh: -3.1; EWS-Fli block: 0.6; DENV2 CPE: -2.5; F508del corr: -1.6

What do the screens show for `COc1ccc(-c2cn(CCC(=O)O)c(-c3ccc(Cl)nc3)n2)cc1`?
GSIS activator: 12.9; FN deposit inh: -11.1; EWS-Fli block: -2.9; DENV2 CPE: 14.3; PAX8 reporter: -5.3; F508del corr: -5.0; miR122 inh: -8.4

What do the screens show for `COC(=O)CN(C)C(=O)c1ccc(OC)c(OC2CCN(C(C)C)CC2)c1`?
GSIS activator: -9.3; FN deposit inh: 3.9; EWS-Fli block: -31.4; DENV2 CPE: 8.6; PAX8 reporter: -7.8; F508del corr: 0.6

What do the screens show for `COCC#Cc1ccc([C@H]2[C@H]3CN(C(=O)C4CCCC4)CC(=O)N3[C@H]2CO)cc1`?
GSIS activator: 15.4; FN deposit inh: -5.0; EWS-Fli block: -12.1; DENV2 CPE: -11.6; F508del corr: -1.5

What do the screens show for `CCN1CCN(c2ccc(Cl)cc2NC(=O)c2ccc(-n3nc(C)cc3C)cc2)CC1`?
FN deposit inh: 8.4; EWS-Fli block: 6.6; DENV2 CPE: inconclusive; PAX8 reporter: -7.3; F508del corr: 2.7; miR122 inh: 4.0

Results for O=C(NCCNS(=O)(=O)c1cccc(C(F)(F)F)c1)c1cc(OCC(F)(F)F)ccc1OCC(F)(F)F ?
FN deposit inh: 1.4; PAX8 reporter: 3.5; miR122 inh: 8.1

What do the screens show for `Cc1c(C)n(-c2ccc(Cl)cc2)c2ncnc(N)c12`?
GSIS activator: 8.0; FN deposit inh: -0.8; EWS-Fli block: 0.5; DENV2 CPE: -3.9; PAX8 reporter: -16.6; F508del corr: 1.5; miR122 inh: 0.4

How did COc1ccc(OC(C)C(=O)NCCC2=CCCCC2)cc1 (stereo not drawn) do in these assays?
GSIS activator: 4.2; EWS-Fli block: 0.5; DENV2 CPE: 19.0; PAX8 reporter: -6.5; F508del corr: -1.9; miR122 inh: -2.5

Results for COc1ccc(CCNC(=O)c2ccc3c(c2)N(Cc2ccc(F)cc2)CCS3)cc1OC ?
GSIS activator: 7.9; FN deposit inh: -2.4; EWS-Fli block: 8.6; DENV2 CPE: 3.3; PAX8 reporter: 14.0; F508del corr: 1.0

How did O=C(Nc1ncc2c(n1)-c1ccccc1OC2)c1ccc(Cl)cc1Cl do in these assays?
FN deposit inh: 1.4; PAX8 reporter: 9.1; miR122 inh: -6.9

What do the screens show for `COc1ccc(S(=O)(=O)Nc2nnc(C)s2)cc1`?
GSIS activator: 0.8; FN deposit inh: 1.5; PAX8 reporter: 2.6; miR122 inh: 9.0

Results for COc1ccc(OCc2cccc(C(=O)NN)c2)cc1 ?
GSIS activator: 7.4; FN deposit inh: 4.0; PAX8 reporter: 45.7; miR122 inh: 6.2

How did Cc1cc(N2CCOCC2)nc2ccc(NC(=S)NC(C)C)cc12 do in these assays?
GSIS activator: 5.7; FN deposit inh: 1.5; EWS-Fli block: -54.2; DENV2 CPE: 18.5; PAX8 reporter: -60.4; F508del corr: -8.2; miR122 inh: 15.6

How did Cn1c(/N=C/c2cccs2)nc2ccccc21 do in these assays?
GSIS activator: 11.6; EWS-Fli block: -4.6; DENV2 CPE: -2.7; F508del corr: -7.6; miR122 inh: -2.5

How did O=C(CNC(=O)c1ccc(Br)cc1)NCC(=O)OCC(=O)c1ccc(F)cc1 do in these assays?
GSIS activator: 8.6; DENV2 CPE: 6.4; PAX8 reporter: -0.1; F508del corr: -0.1

How did CC(Nc1ccc([N+](=O)[O-])cc1[N+](=O)[O-])c1ccccc1 (stereo not drawn) do in these assays?
GSIS activator: 7.8; FN deposit inh: 11.3; EWS-Fli block: 8.1; DENV2 CPE: -0.5; PAX8 reporter: -14.1; F508del corr: 3.8

How did Cc1cccc(COCC(CC(C)C)N2CCN(C(=O)c3ccc(C(F)(F)F)cc3)CCC2=O)c1 (stereo not drawn) do in these assays?
GSIS activator: -9.3; FN deposit inh: 11.7; EWS-Fli block: -4.5; DENV2 CPE: 19.6; PAX8 reporter: 14.5; F508del corr: -1.0; miR122 inh: 2.1

What do the screens show for `C[C@@H]1CN([C@@H](C)CO)C(=O)Cc2cc(NC(=O)CCN3CCOCC3)ccc2O[C@@H]1CN(C)S(=O)(=O)c1ccc(Cl)cc1`?
GSIS activator: 23.7; EWS-Fli block: -13.1; DENV2 CPE: -11.2; F508del corr: 1.8; miR122 inh: 5.2[16.7 µM]

How did CO[C@H]1O[C@H](CO)[C@@H](OC(=O)c2ccc(Br)cc2)[C@H](OC(=O)c2cc3ccccc3[nH]2)[C@H]1OC(=O)c1cc2ccccc2[nH]1 do in these assays?
EWS-Fli block: 12.5; DENV2 CPE: -5.8; PAX8 reporter: inconclusive; F508del corr: 0.9

What do the screens show for `CC(C)(C)c1ccc(C(=O)NC(=O)COC(=O)CCS(=O)(=O)c2ccccc2)cc1`?
GSIS activator: 10.9; FN deposit inh: -3.4; EWS-Fli block: -8.2; DENV2 CPE: -4.2; PAX8 reporter: -10.3; F508del corr: -1.1; miR122 inh: -1.7
